Screening data as filed in PubChem BioAssay.
S-ASM inh: blocks human secretory acid sphingomyelinase; AID 504937; 340,000 compounds, 0.006% hits; placental ASM, HMU-PC fluorogenic substrate, 60 min; Potency, µM (top dose mostly 57.5 µM), for inactives: at the highest dose activity change, negative = inhibition, usual class: inhibitors; P17405; also: potency is read from the fitted curve at half-maximal effect
Target sequence (P17405 47-631 limits assumed): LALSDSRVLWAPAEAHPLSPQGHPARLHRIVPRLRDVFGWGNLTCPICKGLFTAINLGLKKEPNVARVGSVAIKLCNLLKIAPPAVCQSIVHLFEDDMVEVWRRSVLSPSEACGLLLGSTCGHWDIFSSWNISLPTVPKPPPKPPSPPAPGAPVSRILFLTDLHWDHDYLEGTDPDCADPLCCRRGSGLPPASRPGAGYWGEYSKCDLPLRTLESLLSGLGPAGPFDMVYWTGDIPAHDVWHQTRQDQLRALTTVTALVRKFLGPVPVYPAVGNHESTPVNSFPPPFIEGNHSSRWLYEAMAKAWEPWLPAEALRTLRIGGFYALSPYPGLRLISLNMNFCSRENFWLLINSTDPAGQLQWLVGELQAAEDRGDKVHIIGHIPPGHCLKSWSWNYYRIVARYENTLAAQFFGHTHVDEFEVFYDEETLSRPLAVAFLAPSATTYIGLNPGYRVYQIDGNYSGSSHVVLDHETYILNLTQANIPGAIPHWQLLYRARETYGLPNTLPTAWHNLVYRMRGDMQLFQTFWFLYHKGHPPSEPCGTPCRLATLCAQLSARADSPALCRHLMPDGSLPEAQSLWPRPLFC
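Fluorescence read-out (Ex 386 nm, Em 447 nm) after stopping the reaction at pH 10. Enzyme: ASM from human placenta; substrate HMU-PC0, 9 uM final; 60 min, 37 °C. Compound preincubation 10 min, ambient temperature.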
Menin MLL FP TR: displaces Texas Red mutant MLL peptide from human menin; O00255; Menin + Texas Red MLL mutant peptide, fluorescence polarization; Potency, µM (highest dose often 61.6 µM), without a hit: at the highest dose FP activity change, negative = inhibition, most hits filed as inhibitors; 270,000 compounds, 0.23% hits; active = well fitted inhibition curve with a large enough effect in the polarisation, with a control signal flat, not every such curve was filed as active; inconclusive = small, poorly fitted or top-dose-only effect, or effect the other way, or a change in a side signal; inactive = no such curve, though single readings can be large or run the other way; the % refers to the polarisation; also: potency is read from the fitted curve at half-maximal effect; % of control where 0% means no effect; many of its hits are not listed in these tables
PKM2 activator: activators of human pyruvate kinase M2; Potency, µM (series often up to 57.5 µM), inactives show at the top dose activation, most hits filed as activators; 260,000 compounds, 0.34% hits; AID 1631; P14618; purified PKM2, Kinase-Glo ATP luminescence, activation; response scale: 0% is enzyme alone, no compound; also: potency is read from the fitted curve at half-maximal effect; % is scaled to controls: 0 for no effect and ±100 for the full control effect; nearly all actives have a fitted effect of over 55% in size
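Purified hPK-M2 (>95%) run at intermediate activity with 0.1 mM ADP and 0.5 mM PEP in 50 mM imidazole pH 7.2, KCl, MgCl2; 1 h room temperature. ATP formed read by Kinase-Glo luminescence; normalized to uninhibited and no-enzyme controls.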
USP2a inh: USP2a (human) protease inhibition. O75604. USP2 core, Ub-CHOP2 coupled fluorogenic reporter, 485/531. Potency, µM (doses to about 38.3 µM), inactives show at the highest dose activity change, negative = inhibition, actives largely listed as inhibitors. 330,000 compounds, 0.01% hits. AID 463254;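 also: potency is read from the fitted curve at half-maximal effect; plate controls were DMSO wells for no effect and full inhibition by NEM control for full effect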
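Deubiquitinase activity read as fluorescence (485/531 nm) after Ub-CHOP2 cleavage activates the enterokinase reporter on its substrate; USP2 core 10nM, Ub-CHOP2 and substrate 25nM each, 30min compound preincubation then 60min RT; data normalized to NEM, curves fitted.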
Chronic BCR inh: inhibitors of chronic active B-cell receptor signaling | ABC-DLBCL IkBa-CBG/CBR reporter, luminescence ratio, 4 h | Potency, µM (doses to about 46.1 µM), for the others: top-dose ratio change, negative = lower green/red ratio, hits mostly inhibitors | 340,000 compounds, 0.05% hits | AID 493014; active = well fitted inhibition curve with a large enough effect in the signal ratio, with a control signal flat, not every such curve was filed as active; inconclusive = small, poorly fitted or top-dose-only effect, or effect the other way, or a change in a side signal; the % refers to the signal ratio;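 also: potency is read from the fitted curve at half-maximal effect; plate controls were basal doxycycline-induced cells for no effect and cells given 10 µM MG132 for full effect; MG132 reads +100%, hits lower the ratio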
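TMD8 human ABC-DLBCL cells with doxycycline-inducible IκBα–green luciferase fusion and unfused red luciferase, in 0.5% FBS medium; compounds up to 46 uM, 4 h at 37C. Green/red luminescence ratio, filter-overlap corrected, fitted to concentration-response curves.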
hERG WT inh: KCNH2 (human, wildtype) channel inhibition | Q12809 | U2OS, BacMam KCNH2, thallium flux FluxOr; stronger effect = lower value | activity change, % at 1.84 µM | 340,000 compounds, 0.37% hits | AID 720551;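 active = maximum activity change below -70%; inconclusive = maximum activity change between -70% and -50%; inactive = maximum activity change above -50%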; also: % is scaled to controls: 0 for no effect and ±100 for the full control effect
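U2OS cells transduced with wild-type KCNH2 virus are loaded with FluxOr dye for 45 min, and thallium flux is measured in kinetic reads before and after stimulation buffer. Rate constants are normalized to DMSO controls.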
Mito fusion act: blocks mitochondrial division or promotes mitochondrial fusion; S. cerevisiae fusion-defective mutant growth rescue, CellTiterGlo 48 h; Potency, µM (highest dose often 46.1 µM), for the others: top-dose growth rescue (activation), most hits filed as activators; 320,000 compounds, 0.23% hits;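 also: potency is read from the fitted curve at half-maximal effect; % of control where 0% means no effect; nearly all actives have a fitted effect of over 45% in size; temperature-sensitive fusion mutants such as fzo1-1 at 37 °C on non-fermentable ethanol glycerol medium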
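Growth-rescue viability read-out: after 48 h at the non-permissive 37C in glycerol/ethanol YPEG, yeast mitochondrial fusion mutants are measured by CellTiterGlo luminescence; compounds (23 nl pinned per well) restoring growth score as division inhibitors or fusion activators.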
TSHR antag: blocks TSH signaling through the human TSH receptor. TSHR-expressing cells, TSH-stimulated cAMP HTRF, 2 h; stronger effect = lower value. activity change, negative = inhibition, % at 11.5 µM. 330,000 compounds, 0.2% hits. AID 504810;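 active = activity change below a set negative limit, meaning inhibition stronger than a set level, cut at about -70% in these data; inconclusive = activity change between two set negative limits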; also: % is scaled to controls: 0 for no effect and ±100 for the full control effect
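Cell-based HTRF cAMP assay; TSHR cells + compound, TSH EC80 (4nM final), 2 h, 37 deg C. Lysis with anti-cAMP cryptate and cAMP-d2, 30 min RT, read 665/620 nm.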
GALK inhibitor: galactokinase (human) inhibition. Purified GALK, Kinase-Glo residual ATP luminescence. 270,000 compounds, 0.007% hits. P51570. Potency, µM (highest dose often 57.5 µM), for the others: at the highest dose activity change, negative = inhibition, usual class: inhibitors; also: potency is read from the fitted curve at half-maximal effect; % is scaled to controls: 0 for no effect and ±100 for the full control effect
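ATP-depletion format; final 35 uM ATP, 100 uM D-galactose, 5 nM enzyme; pH 8.0 HEPES/Mg2+ buffer; 60 min RT; luminescence read 10 min after detection reagent.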
Eya2 inh: inhibitors of human Eya2 phosphatase activity | Potency, µM (top dose mostly 76.9 µM), for inactives: at the top dose activity, negative = inhibition, usual class: inhibitors | 330,000 compounds, 0.006% hits | recombinant Eya2, OMFP fluorescence dephosphorylation (OMFP is methylfluorescein phosphate) | O00167 | AID 488837; also: potency is read from the fitted curve at half-maximal effect; % is scaled to controls: 0 for no effect and ±100 for the full control effect
Target sequence (O00167 whole entry, looked up): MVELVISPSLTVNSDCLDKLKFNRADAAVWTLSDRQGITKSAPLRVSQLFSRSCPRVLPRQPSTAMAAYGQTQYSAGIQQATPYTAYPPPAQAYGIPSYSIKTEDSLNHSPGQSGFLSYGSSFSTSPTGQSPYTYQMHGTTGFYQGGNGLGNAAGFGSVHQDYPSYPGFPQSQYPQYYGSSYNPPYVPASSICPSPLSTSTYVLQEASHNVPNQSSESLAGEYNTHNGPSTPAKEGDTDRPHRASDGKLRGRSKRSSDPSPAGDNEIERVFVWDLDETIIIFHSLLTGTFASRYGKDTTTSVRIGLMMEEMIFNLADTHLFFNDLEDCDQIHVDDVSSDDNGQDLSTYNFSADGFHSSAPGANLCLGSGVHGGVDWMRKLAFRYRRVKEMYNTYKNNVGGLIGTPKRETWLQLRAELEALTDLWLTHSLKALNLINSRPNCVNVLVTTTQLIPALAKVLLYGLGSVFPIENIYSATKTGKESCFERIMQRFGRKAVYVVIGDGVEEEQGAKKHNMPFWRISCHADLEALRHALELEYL
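Eya2 (0.2 uM) preincubated 10 min at ambient with compound, then OMFP substrate added at 50 uM; 10 min reaction in 50 mM HEPES pH 7.5, 50 mM NaCl, 5 uM MgCl2, 0.05% BSA, 1 mM DTT. Fluorescence read at Ex 485/Em 525 nm.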
MBNL1-CUG inh: inhibitors of human MBNL1 binding to CUG repeat RNA; AID 2675; 280,000 compounds, 0.036% hits; TR-FRET MBNL1-His/biotin-(CUG)12 binding, 665/545 ratio; Potency, µM (titrated, usually from 57.5 µM), for inactives: top-dose activity change, negative = inhibition, hits mostly inhibitors; active = well fitted inhibition curve with a large enough effect in the signal ratio, with a control signal flat, not every such curve was filed as active; inconclusive = small, poorly fitted or top-dose-only effect, or effect the other way, or a change in a side signal; inactive = no such curve, though single readings can be large or run the other way; the % refers to the signal ratio; also: potency is read from the fitted curve at half-maximal effect; % is scaled to controls: 0 for no effect and ±100 for the full control effect
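Compound titration spanned 92 nM–58 uM against the MBNL1-His/biotin-(CUG)12 complex. After 60 min at room temperature with 5 nM streptavidin-XL665 and 0.055 ng/ul terbium anti-His, ratiometric 665/545 nm emission (Ex 340 nm) normalized to controls.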
* hit, by the source's call; i = inactive; ? = inconclusive; . = not tested or not shown; & = joins results of further samples; [ ] = another dose, or the depositor's remark. Unless noted, calls follow the shape of the dose curve; as a rule, active = well fitted curve in the direction sought with a large enough effect; inconclusive = small, poorly fitted or top-dose-only effect, or another doubt; inactive = no such curve, though single readings can be large; an effect the other way counts as inactive or inconclusive. These rows are one share of the data; the hit share may differ from the screen's.

SMILES	S-ASM inh	Menin MLL FP TR	PKM2 activator	USP2a inh	Chronic BCR inh	hERG WT inh	Mito fusion act	TSHR antag	GALK inhibitor	Eya2 inh	MBNL1-CUG inh
Cc1cc(OC(=O)c2cc(F)c(F)cc2Cl)nc(C)n1	5%	-5%	-5%	-2%	-9%	-6	0%	13	5%	0%	-3%
O=CN1CCCN(C(=O)CC2C(=O)NCCN2Cc2cccc(Oc3ccccc3)c2)CC1 (stereo not drawn)	8%	.	.	4%	0%	-3	0%	2	-10%	-8%	0%
O=C(COC(=O)/C=C/c1cccs1)NC(=O)Cc1ccccc1	-3%	?	0%	0%	5%	10	-5%	0	0%	-3%	11%
O=C(Cn1cnc2ccccc21)NCc1ccccc1	1%	4%	-1%	1%	-1%	-3	-1%	.	0%	15%	3%
O=c1c(O)c(-c2ccc(O)cc2O)oc2cc(O)cc(O)c12	.	?	6%	1%	?	.	?	-23&2	.	21%&14%	?
CNC(=O)C1CCN(C(=O)c2ccc(-c3ccccc3)cc2)CC1	1%	.	-2%	-3%	?	4	7%	4	1%	-6%	-5%
N#Cc1c2c(c(Nc3ccc(O)cc3)n3c1nc1ccccc13)CCC2	1%	-13%	?	2%	?	1	0%	7	.	5%	-3%
COc1ccc(-n2c(Cc3cc(=O)[nH]c(=O)[nH]3)nnc2SCC(=O)N2CCCC2)cc1	22%	8%[11.7 µM]	5%	3%	6%	-3	-1%	-1	4%	-8%	5%
CCC(C)C(=O)Nc1ncc2c(n1)CC(c1cccs1)CC2=O (stereo not drawn)	2%	.	2%	0%	1%	0	4%	-7	-2%	12%	0%
COc1cc(CNc2ccc(CNc3ncn[nH]3)cc2)cc(Cl)c1OCc1ccccc1	2%	?	-19%	-10%	?	0	-2%	22	-2%	-14%	-13%
CSCC[C@H](NC(=O)OC(C)(C)C)C(=O)NCC1CCC(C(=O)N[C@@H](Cc2ccccc2)C(=O)O)CC1 (stereo partly drawn)	0%	19%	.	3%	4%	3	-11%	-2	1%	-21%	-9%
N#C/C(=C\c1cccc([N+](=O)[O-])c1)c1nnc2n1CCCCC2	0%	1%	1%	0%	?	22	-6%	-7	-2%	1%	.
O=C(/C=C/c1ccc(Cl)cc1)N1CCN(Cc2ccccc2)CC1	-1%	?	.	-6%	?	-6	-3%	-4	-3%	9%	2%
COCCOC(=O)C1=C(C)Nc2nc(C)nn2C1c1ccc(F)cc1 (stereo not drawn)	4%&6%	?	8%	4%	?	2&1	1%	31	-1%	-8%	-8%
CN1CCCCc2c1[nH]c1ccccc1c2=O	-1%	-13%	-6%	1%	4%	1	?	10	-1%	11%	-13%
Cc1cccc(C)c1NC(=O)CNC(=O)CCNC(=O)c1ccco1	-1%	.	.	5%	-1%	-11	2%	-20	.	3%	.
O=C(O)c1ccc(NS(=O)(=O)c2ccc(Cl)c(C(=O)Nc3ccccc3)c2)cc1	-2%	3%	2%	-5%	9%	-7	-3%	-1	6%	-2%	-19%
COC(=O)Cc1c(C)nc2nc(-c3ccc(Cl)cc3)[nH]n2c1=O	0%	-10%	-6%	6%	?	0	-2%	-5	1%	9%	-14%
O=C(CC1SC(=Nc2ccccc2)N(CCc2ccccn2)C1=O)Nc1ccc(F)cc1 (stereo not drawn)	-23%	38%[activator]	-1%	0%	-10%	1	-5%	0	1%	1%	.
Cc1cc([N+](=O)[O-])nn1CC(=O)Nc1c(C)n(C)n(-c2ccccc2)c1=O	5%	10%	.	2%	2%	-1	4%	-5	-8%	12%	20%
CC(C)(C)OC(=O)NCCc1nnc(SCc2ccc(Cl)cc2Cl)o1	-1%	?	-2%	-2%	0%	-6	5%	-24	-2%	-11%	3%
CCC(C)(C)NC(=O)CN(C(=O)c1snc(C(N)=O)c1N)c1ccc2nc(C)sc2c1	77%[activator]	-9%	1%	5%	-15%	4	1%	0	2%	-3%	6%
O=C(NCCC1=CCCCC1)C(c1ccccc1)c1ccccc1	-4%	-23%	2%	5%	8%	-2	2%	-13	-2%	-7%	-11%
O=C(C1CCN(S(=O)(=O)c2cccc3nsnc23)CC1)N1CCn2c1nc1ccccc12	-8%	.	0%	6%	?	-14	6%	-12	2%	-6%	?
c1ccc(CNc2nc3ccccc3[nH]2)cc1	1%	-6%	-4%	2%	-2%	-9	5%	-1	7%	10%	-6%
CC(=O)N1CCc2cc(S(=O)(=O)CCC(=O)NCCc3ccccc3)ccc21	-2%	.	.	0%	2%	14	0%	9	2%	4%	3%
Cc1cc(C)n(C(=O)c2ccc([N+](=O)[O-])cc2N)n1	-6%	-8%	-7%	-1%	7%	3	1%	0	4%	-17%	?
CNC(=O)C12CC3CC(C1)CC(c1ccc(C)cc1)(C3)C2	-2%	-11%	-3%	1%	3%	9	9%	3	5%	-4%	3%
COc1ccc(N(CC(=O)NC2CC3CCC2C3)S(=O)(=O)c2ccccc2)cc1Cl (stereo not drawn)	0%	.	-7%	-2%	9%	-10	9%	-18	1%	-12%	5%
CCNC(=S)N/N=C/c1sc(N2CCCCC2)nc1-c1cccs1	21%	?	1%	?	?	12	-12%	3	4%	8%	-13%
O=C(Nc1ccccc1N1CCOCC1)c1ccc([N+](=O)[O-])o1	.	.	2%	1%	0%	4	-1%	2	-3%	-6%	6%
CSc1nc2[nH]ncc2c(=O)[nH]1	12%	11%	4%	0%	-1%	1	-4%	7	-1%	-9%	-2%
CCOC(=O)CSc1nc2cc(C(=O)OC)ccc2c(=O)n1CCN1CCOCC1	6%	12%	1%	1%	-3%	-2	-6%	2	-2%	-4%	-20%
COc1ccccc1-n1cc(-c2ccccc2)c2c(=S)nc[nH]c21	0%	-10%	.	0%	2%	6	-31%	-6	-4%	-1%	9%
CC1CCN(CC(=O)Nc2ccc3c(c2)OCO3)CC1	0%	.	.	0%	-3%	-3	-5%	-3	.	4%	.
Cc1ccc(/C=N/NC(=O)CNC(=O)COc2ccccc2)cc1	-1%	-3%	1%	0%	4%	-4	-1%	5	0%	-5%	-1%
Clc1cccc(C2=NOC(c3nnc(-c4ccccc4)o3)C2)c1 (stereo not drawn)	-6%	.	-4%	0%	8%	10	-1%	-1	-2%	-2%	-5%
CC(Sc1nc(N)cc(=O)[nH]1)C(=O)Nc1sc2c(c1C#N)CCCC2 (stereo not drawn)	-4%	2%	1%	1%	16%	12	-2%	-20	2%	-4%	.
Oc1cccc(/C=N/N=C/c2cccc(O)c2O)c1O	-1%	26%	-2%	2%	?	7	2%	-9	1%	-3%	?
O=S(=O)(c1ccc(F)cc1)N1CCN=C1SCc1cccc(F)c1	-5%	.	0%	2%	3%	-26	-9%	-4	-9%	6%	-5%
CC(NC(=O)c1cc(-c2cccnc2)nc2ccc(Br)cc12)C1CCCO1 (stereo not drawn)	-2%	.	-5%	3%	1%	-4	3%	-1	6%	-2%	30%
Nc1ccc(Nc2ccccc2)c(Cl)c1	-6%	15%	10%	1%	-4%	8	-8%	3	1%	22%	-10%
CCOC(=O)COc1ccccc1/C=C1\NC(=O)NC1=O	1%	9%	8%	5%	0%	12	0%	-5	-2%	-5%	?
CCOC(=O)N/N=C\C=C\c1ccc2c(c1)OCO2	5%	3%	-3%	5%	?	i	1%	11	1%	3%	.
O=C(COC(=O)C1CCN(S(=O)(=O)c2cccs2)CC1)Nc1ccccc1Br	-11%	4%	10%	-4%	0%	40	-3%	-3	0%	2%	-3%
O=C(COc1ccccc1)N1CCN=C1c1ccccc1	3%	-16%	4%	1%	5%	3	0%	-4	0%	11%	5%
O=C(O)Cn1c(=O)c2c3c(sc2n(Cc2ccccc2)c1=O)CCCC3	9%	2%	.	6%	0%	-4	-8%	-4	-1%	6%	-5%
CCOC(=O)COc1ccc(S(=O)(=O)NCc2cccnc2)cc1	4%	5%	-12%	0%	12%	2	6%	-5	-1%	1%	-7%
